High-throughput results (PubChem BioAssay)
Bim-Bcl-XL = inhibitors of Bim-Bcl-XL interaction, human; Q07817; Bim peptide-Bcl-XL binding, bead flow cytometry, fluorescence; inhibition, % at 10 µM; 190,000 tested, 0.04% active
RGS4-Gao reg = modulates binding of RGS4 to human Galphao; 220,000 tested, 0.33% active; Multiplexed bead flow cytometry; actives lie on both sides; P09471; binding response (% of control), % at 10 µM; AID 1415; in the data active means binding response below about 49% or above about 150%; inactive means in between;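 further: fluorescent Galphao activated with aluminum fluoride binding bead-coupled RGS4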
Bcl-2 Bim block = disrupts Bim peptide binding to human Bcl-2; Bead-based flow cytometry, Bim peptide-Bcl-2 binding; inhibition, % at 10 µM; 190,000 tested, 0.06% active; in the data active means inhibition above about 40%; inconclusive means no clear call, values can overlap the other calls;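 further: 0% = no compound wells with probe peptide and 100% = reference peptide inhibitor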
Target sequence (P10415 whole entry, looked up): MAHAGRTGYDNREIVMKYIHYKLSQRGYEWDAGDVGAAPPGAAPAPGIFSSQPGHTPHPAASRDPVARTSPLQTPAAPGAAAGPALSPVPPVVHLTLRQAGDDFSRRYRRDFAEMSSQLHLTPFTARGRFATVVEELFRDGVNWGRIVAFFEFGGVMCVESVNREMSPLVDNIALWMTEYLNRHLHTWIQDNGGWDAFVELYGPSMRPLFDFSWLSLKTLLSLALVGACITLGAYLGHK
RGS7-Gao = human RGS7-Galphao interaction regulation; P09471; Multiplexed bead flow cytometry, RGS7-Galphao binding; actives lie on both sides; binding response (% of control), % at 10 µM; 220,000 tested, 0.35% active; in the data active means binding response below about 49% or above about 150%; inconclusive means no clear call, values can overlap the other calls; inactive means in between;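 further: fluorescent Galphao held in activated GDP-AlF4 state binding bead-coupled RGS7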
Bcl-W Bim block = inhibitors of Bim-Bcl-W interaction, human; bead-based flow cytometry, Bim peptide-Bcl-W binding; Q92843; inhibition, % at 10 µM; 190,000 tested, 0.02% active;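 further: 0% = bound tracer without compound and 100% = peptide blocker; higher means less fluorescent Bim peptide bound to Bcl-W beads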
Target sequence (Q92843 whole entry, looked up): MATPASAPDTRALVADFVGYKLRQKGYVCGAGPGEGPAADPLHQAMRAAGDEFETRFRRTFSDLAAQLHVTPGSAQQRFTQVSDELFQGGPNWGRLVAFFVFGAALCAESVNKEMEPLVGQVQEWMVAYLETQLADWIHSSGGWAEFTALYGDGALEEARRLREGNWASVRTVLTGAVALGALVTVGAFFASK
ABCB1 block = human ABCB1 inhibition, ABCG2 as counter-screen; 190,000 tested, 0.067% active; P08183; CCRF-Adr cells, JC-1 efflux, flow cytometry; inhibition, % at 6.6 µM; AID 1326; in the data active means inhibition above about 40%;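 further: 0% = vehicle and 100% = reference inhibitor; higher value means more JC-1 retained so stronger ABCB1 efflux block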
Bcl-B Bim block = human Bim-Bcl-B interaction inhibition; Q9HD36; bead-based flow cytometry, Bim peptide-Bcl-B binding; inhibition, % at 10 µM; 190,000 tested, 0.073% active; AID 951;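 further: 0% = tracer peptide without compound and 100% = reference inhibitor peptide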
Target sequence (Q9HD36 whole entry, looked up): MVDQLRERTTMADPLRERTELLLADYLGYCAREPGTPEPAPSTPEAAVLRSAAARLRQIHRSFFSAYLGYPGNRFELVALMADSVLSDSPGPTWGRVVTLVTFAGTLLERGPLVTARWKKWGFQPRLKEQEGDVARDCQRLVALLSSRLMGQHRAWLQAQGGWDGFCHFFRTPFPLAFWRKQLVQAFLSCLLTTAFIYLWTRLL
RGS8-Gao reg = modulates binding of RGS8 to human Galphao. response (percent of control binding), % at 10 µM. 220,000 tested, 0.34% active. multiplexed bead flow cytometry; actives lie on both sides. P09471; in the data active means response below about 60% or above about 140%; inactive means in between;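 further: Galphao activated as the GDP aluminium fluoride complex binding bead-coupled RGS8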
Bim-Bfl-1 = inhibitors of Bim-Bfl-1 interaction, human; 190,000 tested, 0.12% active; Bead-based flow cytometry, Bim-Bfl-1 binding inhibition; Q16548; inhibition, % at 10 µM;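 further: 0% = wells without compound plus tracer and 100% = blocker peptide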
ABCG2 block = human ABCG2 inhibition, ABCB1 as counter-screen | AID 1325 | Q9UNQ0 | IgMXP3 cells, JC-1 efflux, flow cytometry | 190,000 tested, 0.1% active | inhibition, % at 6.6 µM;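 active means inhibition above 80%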;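 further: 0% = DMSO and 100% = nicardipine control wells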
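Test system: IgMXP3 (ABCG2) plus far-red-tagged CCRF-Adr (ABCB1) cells. Reagent: JC-1 dye as substrate. Timing: 10 min exposure at 25 °C with rotation, no wash. Measured by: flow cytometric JC-1 green MFI at 530 nm. Read-out: percent efflux inhibition, scaled nicardipine 100% to DMSO 0%. Control set: nicardipine and DMSO wells.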
GSH fluor = GSH bead compound fluorescence profile; GSH beads flow cytometry, compound fluorescence 488/530 nm; active compounds read high; fluorescence (KMESF) at 10 µM; 190,000 tested, 0.25% active; in the data active means fluorescence above about 89;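 further: glutathione beads carrying GST-tagged Bcl family fusion proteins plus one bare bead set; values are compound well signal with DMSO vehicle wells as background; inactives centre near 16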
The depositor's hits bear a star; ? = inconclusive. Unless noted, no stated cut-off is given here; in the data, active means inhibition above about 40%.

SMILES	Bim-Bcl-XL	RGS4-Gao reg	Bcl-2 Bim block	RGS7-Gao	Bcl-W Bim block	ABCB1 block	Bcl-B Bim block	RGS8-Gao reg	Bim-Bfl-1	ABCG2 block	GSH fluor
CCc1c(C)nc2cc(C)[nH]n2c1=O	-12	100	-5	100	-1	0.0	-7	102	-20	2	37
O=C(C(Cl)Cl)N1CCN(Cc2ccccc2)CC1	-5	123	-3	120	-3	0.0	-1	120	2	20	11
Cc1ccc2nc(-c3ccccc3)cc(C(=O)NCCCn3ccnc3)c2c1	-3	101	-5	100	-2	1.2	-3	110	-7	6	28
NS(=O)(=O)c1ccc(NC(=S)N2CCN(c3ccc(Cl)c(Cl)c3)CC2)cc1	-4	102	-3	108	-3	0.0	-5	103	-4	-1	10
Cc1ccc(NS(=O)(=O)c2cccc(C(=O)O)c2)cc1S(=O)(=O)N1CCOCC1	28	100	27	100	20	-0.1	22	100	31	-1	4
CCOC(=O)C(CCCCCOc1ccccc1[N+](=O)[O-])C(=O)OCC	-5	100	-5	102	-4	0.8	-5	101	-1	10	6
O=C(CCn1c(=O)oc2ccccc21)NCCN1CCc2ccccc2C1	-5	103	-7	97	0	0.5	-5	100	-14	1	22
Cc1cc(C(=O)OCc2nnc(-c3ccccc3)o2)c(C)n1-c1ccccc1	-3	101	-4	101	0	0.5	-5	102	-12	2	261*
CC(C)Cc1cc(C(=O)Nc2cc(Br)ccc2O)no1	-3	100	-11	100	-3	-0.1	-5	103	-9	0	14
CC(C)N(CCNS(=O)(=O)c1ccc(Cl)cc1)C(C)C	-3	101	-10	98	-1	-0.3	-9	98	-12	8	15
CN(C)S(=O)(=O)c1ccc(C(=O)N2CCN=C2SCc2ccccc2)cc1	0	99	-1	104	-2	1.4	-2	101	3	4	12
COC(=O)C1=C(C)N(CCc2ccc(OC)c(OC)c2)C(=O)C1	-1	104	-7	100	5	0.2	-7	103	-7	3	47
COc1ccc(C(=O)NC(C)c2nc3ccccc3n2C)cc1OC (stereo not drawn)	-6	100	-4	102	-1	1.1	-4	105	-9	1	26
O=C(Nc1ccncc1)c1ccc2ccccc2c1	-3	96	-2	95	-3	0.9	-4	93	-5	20	13
Cc1ccc(C(=O)NCCCN2CCOCC2)o1	-2	106	-5	105	-2	0.5	-5	107	0	11	22
CCCNS(=O)(=O)c1ccc(Oc2ncc(C(F)(F)F)cc2Cl)cc1	-1	70	7	81	2	0.7	-1	91	6	2	47
O=C(NCc1ccccc1Cl)c1ccc[nH]1	-1	100	2	108	2	0.6	-1	103	-3	2	11
CC(C)(C)c1cc2cccnc2n1Cc1cccc(Cl)c1	-4	112	-10	104	-3	0.1	-7	106	-12	1	27
Cc1nc(C)c(C(=O)Nc2ccccc2-c2ccccc2)o1	-7	97	-10	100	-6	0.0	-13	99	-7	0	14
Cc1ccc(-c2cc(C(=O)Nc3cnn(C45CC6CC(CC(C6)C4)C5)c3)no2)cc1	-8	103	-7	109	-2	0.4	-9	101	-10	3	28
COc1ccc(/C=C/C(=O)N2CCCC2)cc1OC	-3	99	-1	94	-1	0.0	-3	99	-5	26	13
CCOC(=O)c1c(NC(=O)CN2CCCc3ccccc32)sc(C)c1CC	-6	97	-6	96	-8	0.0	-10	97	-4	2	10
Cc1ccc(NC(Cc2cc(C)no2)c2ccccc2)cc1 (stereo not drawn)	-5	89	-6	94	-3	0.6	-6	91	0	6	12
Cc1sc(NC(=S)NC(=O)c2ccc(C(C)(C)C)cc2)c(C#N)c1C	-3	100	-3	96	-4	0.1	-3	100	-8	1	52
CC1(C)Cc2c(C#N)c(N)n(-c3ccccc3)c(=O)c2CO1	-4	97	-4	97	0	2.0	-5	98	-15	43	20
COc1c(Cl)cc(Cl)cc1CNCCNCCO	1	99	0	96	2	0.1	1	100	0	0	15
COc1ccc(NC(=O)C2CCC(C)(C(=O)O)C2(C)C)cc1 (stereo not drawn)	0	107	-5	101	-2	0.2	0	103	0	1	16
Cc1cc2c(=O)n(CC(=O)N3CCN(c4ccccc4)CC3)cnc2s1	-14	101	-10	100	-6	-0.1	-16	101	-9	0	27
COc1ccc(-c2cc(C(F)(F)F)nc(NCc3ccco3)n2)cc1OC	-3	95	-6	96	4	0.8	-10	100	-8	10	12
O=C(/C=C/c1ccc(S(=O)(=O)N2CCOCC2)cc1)N(CCO)Cc1ccccc1	-4	99	-3	99	-1	2.8	-5	102	-6	3	13
O=[N+]([O-])c1cc(/C=N/Nc2nc(N3CCCCC3)nc(N3CCCCC3)n2)ccc1O	-7	99	-7	101	-2	0.2	-7	102	-4	11	16
CCN1CCCC1CNC(=O)CCNC(=O)c1cc(OC)c(OC)c(OC)c1 (stereo not drawn)	-1	102	-4	99	0	0.3	0	101	0	0	15
Nn1c(Nc2ccccc2)nc2sc3c(c2c1=O)CCC3	-4	97	-9	96	0	0.1	-10	97	-6	2	47
CC1(C)CC(N2CN(C3CCCCC3)CC2=O)CC(C)(C)N1	-1	98	-3	96	0	0.3	-8	99	-5	2	15
CN(C)c1nnnn1-c1ccc(Oc2ccccc2)cc1	-4	106	0	96	-3	-1.3	-4	100	-6	32	15
Cc1cc(=O)n(CCCO)c(O)c1C#N	-5	98	-5	96	-1	0.5	-3	101	-16	4	23
CN(CC(=O)NC(=O)NC(C)(C)C)CC(=O)Nc1ccccc1Cl	-1	94	1	?	-1	0.7	2	93	4	2	14
CCCCCCC12CCC(C(=O)O)(CC1)CC2	1	103	1	98	0	0.4	2	101	1	2	30
O=C(O)C1CCCCN1S(=O)(=O)c1cccc2nsnc12 (stereo not drawn)	-10	99	-2	98	-8	0.3	-2	98	-3	1	13
Brc1ccc(CSc2ncn[nH]2)cc1	1	94	-1	95	0	0.3	3	97	0	1	27
COCc1cc(C)nc(OCC(=O)N/N=C/c2ccc(O)cc2)c1C#N	0	95	1	94	2	0.3	1	86	1	1	9
CCCn1nnc(NC(=O)c2ccc(Cl)cc2Cl)n1	3	103	-7	101	-3	-1.7	-7	101	-10	0	33
CC(=O)Cc1nsc(NC(=O)c2ccc(-c3ccccc3Cl)o2)n1	2	89	2	82	3	-0.9	2	76	1	-2	14
Cc1nc(SCc2ccc(F)cc2)c([N+](=O)[O-])[nH]1	-8	100	-2	100	-2	1.4	-9	103	-1	35	10
O=C1NC(c2ccccc2)=NC1(NS(=O)(=O)c1ccc(Cl)cc1)C(F)(F)F (stereo not drawn)	-5	103	-6	104	-7	0.1	-10	103	-9	2	10
COc1ccc(NS(=O)(=O)c2ccc(NC(C)=O)cc2)c(OC)c1	0	100	-6	101	0	0.4	-4	104	-5	2	12
N#CCCCn1c(-c2ccccc2)noc1=O	-7	107	-9	100	-4	-2.7	-13	104	-13	-3	42
CCCC(=O)n1nc(-c2ccc(C)cc2)nc1NCc1ccco1	-2	99	0	99	-1	0.0	-2	102	-4	0	9
Cc1ccc(C(=O)N/C(N)=N/c2nc3ccccc3o2)cc1	9	106	-8	104	3	0.8	-8	103	-8	9	40
O=C1NN=C(c2ccc(Cl)cc2)CC1c1cccc(Br)c1 (stereo not drawn)	-5	97	-4	98	-2	-0.1	-4	100	-5	-1	25
CCOC(=O)N1CCN(S(=O)(=O)c2cc3c(cc2C)NC(=O)CO3)CC1	-13	103	-14	104	-1	0.8	-11	104	-12	4	32
COc1ccc(NC(=O)CSCc2ccc(C)cc2)cc1	1	105	0	?	-1	0.9	-3	104	-2	5	13
CCOC(=O)Cc1[nH]nc2c1C(c1ccsc1)C(C#N)=C(N)O2 (stereo not drawn)	-1	101	-2	103	-2	0.1	-1	105	-9	-2	11
O=C(N/N=C/C=C/c1ccc([N+](=O)[O-])cc1)c1cccs1	3	94	3	98	2	0.2	1	90	3	2	20
C/C(=N\NC(=O)NC1CCCCC1)c1ccco1	0	100	-1	102	1	-0.1	-4	101	-5	0	25
CC(C)(C)C(=O)NC(=S)Nc1ccc(S(=O)(=O)Nc2nccs2)cc1	-5	100	0	?	-3	0.5	0	100	1	5	15
Cn1c(=O)c2nc(NCc3ccccc3)cnc2n(C)c1=O	-7	103	-5	101	0	0.0	-3	103	-8	1	46
Cc1sc(NC(=O)C2CCCCC2)c(C#N)c1-c1ccccc1	-4	100	-4	93	-4	0.5	-2	98	0	2	4
Cc1cc([N+](=O)[O-])nn1Cc1ccc(C(=O)N/N=C/c2ccccc2)cc1	-5	96	-9	94	-4	1.4	-6	96	-10	12	15
